AmpC no deterg: AmpC beta-lactamase inhibition without detergent; P00811; AmpC nitrocefin hydrolysis, absorbance 480 nm, 0.0001% Triton; Potency, µM (highest dose often 57.1 µM), without a hit: at the highest dose activity change, negative = inhibition, actives largely listed as inhibitors; hit rate 0.52% among 330,000;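 further: potency means the concentration at half of the fitted maximal effect; plate controls were no compound for no effect and no enzyme for full effect; nearly all actives have a fitted effect of over 20% in size; some results filed as inactive show a strong effect at the top dose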
Target sequence (P00811 whole entry, looked up): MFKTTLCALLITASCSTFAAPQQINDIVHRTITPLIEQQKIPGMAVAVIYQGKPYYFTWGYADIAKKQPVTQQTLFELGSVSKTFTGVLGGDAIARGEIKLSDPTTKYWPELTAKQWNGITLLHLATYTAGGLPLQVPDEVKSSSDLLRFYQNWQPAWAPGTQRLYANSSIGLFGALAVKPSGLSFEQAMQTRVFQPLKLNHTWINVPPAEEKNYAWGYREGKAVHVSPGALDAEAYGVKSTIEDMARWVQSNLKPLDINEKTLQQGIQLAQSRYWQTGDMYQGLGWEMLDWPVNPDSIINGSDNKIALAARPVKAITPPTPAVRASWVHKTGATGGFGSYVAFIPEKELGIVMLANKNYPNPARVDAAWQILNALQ
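AmpC (5.3 nM in the dispensed reagent) in 20 mM phosphate pH 7.0 with 0.01% (detergent screen) or 0.0001% Triton X-100 was preincubated with compounds for 15 min at room temperature. Nitrocefin was then added from an 800 uM solution, and hydrolysis was followed at 480 nm.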
AmpC detergent: AmpC beta-lactamase inhibition with detergent present | P00811 | AmpC hydrolysis of nitrocefin, absorbance 480 nm, 0.01% Triton | Potency, µM (top dose mostly 114 µM), for the others: at the highest dose activity change, negative = inhibition, hits mostly inhibitors | hit rate 0.041% among 370,000 | AID 485294;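 further: potency means the concentration at half of the fitted maximal effect; 0% = no-compound wells and -100% = no-enzyme wells; nearly all actives have a fitted effect of over 25% in size; some results filed as inactive show a strong effect at the top dose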
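AmpC (5.3 nM in the dispensed reagent) in 20 mM phosphate pH 7.0 with 0.01% (detergent screen) or 0.0001% Triton X-100 was preincubated with compounds for 15 min at room temperature. Nitrocefin was then added from an 800 uM solution, and hydrolysis was followed at 480 nm.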
HCV inhibitor: inhibitors of hepatitis C virus infection. hit rate 3.4% among 340,000. Huh7.5.1 HCVcc-Cre infection, luciferase reporter, 44 h. Potency, µM (titrated, usually from 41.8 µM), inactives show at the highest dose activity change, negative = inhibition, actives largely listed as inhibitors; further: potency means the concentration at half of the fitted maximal effect
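Reporter virus HCVcc-Cre (~0.5 moi) infects cells exposed to compound; seeding density 1,000 cells/well with 4 h settling beforehand. Luminescence, 15 sec read, taken 44 h post-infection following a 15 min RT substrate incubation.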
AMA1 RON2 block: inhibitors of Plasmodium falciparum AMA1-RON2 interaction | hit rate 0.2% among 360,000 | AlphaScreen AMA1-biotinylated RON2 peptide binding | Potency, µM (series often up to 58.2 µM), for the others: at the highest dose activity change, negative = inhibition, hits mostly inhibitors;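 further: potency means the concentration at half of the fitted maximal effect; 0% = vehicle wells and -100% = peptide control; nearly all actives have a fitted effect of over 45% in size; some results filed as inactive show a strong effect at the top dose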
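AMA1 (3D7) with his tag at 25 nM final met compounds first, then biotinylated RON2 peptide at 25 nM; detection used donor plus acceptor beads, 10 µg/mL apiece, read by AlphaScreen after 30 min at room temperature.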
LmPK inhibitor: LmPK (Leishmania mexicana) enzyme inhibition; hit rate 0.37% among 290,000; purified LmPK, Kinase-Glo ATP luminescence, 1 h; Q27686; Potency, µM (highest dose often 57.5 µM), inactives show at the top dose activity change, negative = inhibition, hits mostly inhibitors; further: potency means the concentration at half of the fitted maximal effect
Target sequence (Q27686 whole entry, looked up): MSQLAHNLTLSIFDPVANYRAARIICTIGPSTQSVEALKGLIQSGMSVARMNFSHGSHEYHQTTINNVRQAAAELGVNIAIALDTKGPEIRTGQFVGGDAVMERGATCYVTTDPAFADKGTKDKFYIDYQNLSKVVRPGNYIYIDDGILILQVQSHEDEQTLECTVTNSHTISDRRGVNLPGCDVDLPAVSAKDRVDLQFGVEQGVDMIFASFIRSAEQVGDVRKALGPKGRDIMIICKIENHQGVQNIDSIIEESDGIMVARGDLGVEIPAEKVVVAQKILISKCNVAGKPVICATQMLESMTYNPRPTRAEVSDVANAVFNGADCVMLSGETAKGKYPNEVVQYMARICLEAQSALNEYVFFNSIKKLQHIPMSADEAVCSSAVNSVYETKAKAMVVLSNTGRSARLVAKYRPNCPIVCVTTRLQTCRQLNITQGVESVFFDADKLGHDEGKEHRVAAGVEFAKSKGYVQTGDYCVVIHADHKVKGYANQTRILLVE
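Purified LmPK (0.1 nM) converted ADP (0.1 mM) to ATP with PEP (0.5 mM) in imidazole buffer pH 7.2 with KCl and MgCl2, 1 h at room temperature. ATP was read by Kinase-Glo luminescence; data normalized to uninhibited and no-enzyme controls.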
HCMV antiviral: blocks human cytomegalovirus replication. activity change, negative = inhibition, % at 57.5 µM. HFF cells, HCMV-luciferase reporter, 72 h; stronger effect = lower value. hit rate 4.5% among 410,000; in the data active means activity change below about -60%; inconclusive means no clear call, values can overlap the other calls; inactive means above about -39%
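Steps: HFFs plated, 16 h 37C; compounds added; HCMV-luciferase added to MOI 1 PFU/cell; 72 h 37C; OneGlo reagent, 5 min room temperature; luminescence read, normalized to controls.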
Tb PYK inh: inhibitors of Trypanosoma brucei pyruvate kinase | Q57TT1 | TbPYK enzyme, Kinase-Glo Plus ATP luminescence, 45 min | Potency, µM (highest dose often 76.8 µM), for the others: at the top dose activity, negative = inhibition, hits mostly inhibitors | hit rate 0.12% among 410,000; further: potency means the concentration at half of the fitted maximal effect; nearly all actives have a fitted effect of over 50% in size
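Assay buffer: 50 mM TEA pH 7.2, 100 mM KCl, 10 mM MgCl2, 0.05% BSA, 0.01% Tween-20. Pyruvate kinase from T. brucei plus substrate met compound, then ADP (130 uM final). Luminescence was read post 45 min RT.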
* = called active by the depositor; ? = inconclusive; / = no result given; & = joins results of further samples; [ ] = dose if it differs, or a comment. Unless noted, the call rests on the fitted dose curve; in most records, active means well fitted curve in the direction sought with a large enough effect; inconclusive means small, poorly fitted or top-dose-only effect, or another doubt; inactive means no such curve, though single readings can be large; an effect the other way counts as inactive or inconclusive. Unless noted, on the % scale 0 is the no-effect control and ±100 the full control effect.

SMILES	AmpC no deterg	AmpC detergent	HCV inhibitor	AMA1 RON2 block	LmPK inhibitor	HCMV antiviral	Tb PYK inh
COc1ccc2nc3oc(C(=O)N4CCC(C(N)=O)CC4)cc3cc2c1	-12%	-9%	9%	-6%	-5%	58	-5%
CCC1(C)Cc2c(sc3nc(SCC(=O)c4ccccc4)[nH]c(=O)c23)CO1 (stereo not drawn)	-47%	-5%	2%	35%[activator]	2%	-32	-4%
CCOc1ccc(NC(=O)CN2C(=O)COc3ccc(Cl)cc32)cc1	-17%	-10%	-3%	-1%	0%	9	7%
COC(=O)[C@@]1(C)[C@H]2C(=O)N(C)C(=O)[C@H]2[C@H]2CN=C(SCc3ccc(C#N)cc3)N21	-19%	/	0.56µM*	6%	/	-5	3%
O=C(CCC1CCCN(C(=O)c2cc(C3CC3)[nH]n2)C1)N1CCN(c2ccccn2)CC1 (stereo not drawn)	61%[activator]	3%	4%	-12%	2%	-35	-3%
Nc1ccc(C(=O)OCc2nc3ccccc3[nH]2)cc1	-32%	-18%	7%	-2%	-4%	11	2%
CCn1ncc(CNC(=O)c2cccc([N+](=O)[O-])c2)c1C	-19%	5%	-9%	/	-2%	/	/
Cc1cc(C(=O)N/N=C/c2ccco2)c2ccccc2n1	-41%	-12%	1%	1%	2%	-29	-1%
CC(C)CN(C(=O)CSc1nc(N)cc(N)n1)C1CCS(=O)(=O)C1 (stereo not drawn)	-12%	/	13%	1%	/	-23	3%
COC(=O)c1[nH]c2cccc(C)c2c1NC(=O)CN1CCCc2ccccc21	66%[activator]	-6%	19%	-7%	-1%	53	-4%
CCn1c(=O)c2cc(C(=O)NCCCOC)sc2c2ccccc21	84%[activator]	3%&0%	?	4%	2%	5&-15	4%&6%
CC(=O)C1=C(c2cccc([N+](=O)[O-])c2)N(C(C)=O)n2c(C)nnc2S1	-10%	5%	?	-12%	-25%	-93*	-2%
Cc1c(Br)c(=O)[nH]c(=O)n1COCc1ccccc1	-17%	0%	21%	13%	0%	-27	1%
Nc1ccccc1Oc1ccc2ccccc2c1	-3%	-5%	?	-4%	4%	20	2%
Cc1nn2c(NCc3ccccn3)cc(C(C)(C)C)nc2c1-c1ccccc1	-7%	2%	2.5µM*	64%[activator]	0%	-97*	-2%
COCCNCC(=O)C12CC3CC(CC(C3)C1)C2	-16%	-3%	15%	-2%	-12%	63	3%
Cc1cc(C)nc(NC(=O)NC(=O)c2ccccc2)n1	-10%	2%	-5%	-5%	-6%	16	-4%
Cc1ccc(-c2noc(CSc3nnc(C)n3-c3ccc(F)cc3)n2)cc1	/	16%	/	/	/	-1	-4%
O=C1C=C(c2ccccc2C(F)(F)F)C[C@@H](c2ccc3c(c2)OCO3)C1	-10%	0%	-25%	-9%	/	?	1%
CCCCCCCCN1C(=O)[C@H](CC(=O)NCCCCc2ccccc2)C[C@@]2(C(=O)OCC)CCCC=C12	/	/	/	2%	/	31	-6%
CCCN(Cc1nnc(-c2ccccc2Cl)o1)C(=O)c1ccc(C)c(S(=O)(=O)N2CCOCC2)c1	137%[activator]	?	-8%	6%	/	0	-7%
Nc1ccc(S(=O)(=O)c2cccc(N)c2)cc1	-7%	2%	-6%	-4%	-1%	5	2%
O=C(COC(=O)CCC(=O)c1ccc(F)cc1)NCCc1ccccc1	9%	/	?	-4%	/	-24	-1%
O=C(C1COc2ccccc2O1)N1CCN(c2ccccc2F)CC1 (stereo not drawn)	-11%	?	-9%	-1%	0%	90	8%
COc1ccc(C2C(C#N)=C(N)OC3=C2C(=O)CC(C)(C)C3)cc1Cn1nc(C)c([N+](=O)[O-])c1C (stereo not drawn)	-44%	-13%	?	-11%	4%	-19	5%

The final 4 compounds of the part above open the next one:
SMILES	AmpC no deterg	AmpC detergent	HCV inhibitor	AMA1 RON2 block	LmPK inhibitor	HCMV antiviral	Tb PYK inh
Nc1ccc(S(=O)(=O)c2cccc(N)c2)cc1	-7%	2%	-6%	-4%	-1%	5	2%
O=C(COC(=O)CCC(=O)c1ccc(F)cc1)NCCc1ccccc1	9%	/	?	-4%	/	-24	-1%
O=C(C1COc2ccccc2O1)N1CCN(c2ccccc2F)CC1 (stereo not drawn)	-11%	?	-9%	-1%	0%	90	8%
COc1ccc(C2C(C#N)=C(N)OC3=C2C(=O)CC(C)(C)C3)cc1Cn1nc(C)c([N+](=O)[O-])c1C (stereo not drawn)	-44%	-13%	?	-11%	4%	-19	5%
Cn1c(=O)c2c3c(sc2n2c(SCC(N)=O)nnc12)CC(C(C)(C)C)CC3 (stereo not drawn)	41%	-12%	9%	-1%	4%	?	0%
CC(C)CC(=O)Nc1nnc(S(=O)(=O)Nc2ccccc2)s1	-20%	-4%	0%	6%	-1%	65	5%
CCC(=O)N1CCN(c2ccc(NC(=O)c3cc4ccccc4o3)cc2)CC1	36%	-6%	?	-3%	-4%	-23	-7%
O=C(CNC(=O)c1ccccc1Cl)OCc1cc(=O)n2nc(C3CC3)sc2n1	/	2%	/	/	/	31	-2%
O=C(CSc1nc2c([nH]c3ccccc32)c(=O)n1-c1ccc(Cl)cc1)NC1CCCCC1	/	1%	/	/	/	-15	1%
COC(=O)C[C@@H]1C[C@H]2c3cc(NC(=O)Nc4ccccc4F)ccc3O[C@H]2[C@H](CO)O1	/	/	/	-8%	/	?	10%
O=C(Nc1cccc(C(=O)N2CCCCC2)c1)C1CCCC1	/	/	4%	10%	/	22	0%
CC1=C(C(=O)OCc2ccccc2)C(c2ccc(Cl)cc2Cl)NC(=O)N1CCCC(=O)O (stereo not drawn)	4%	1%	11%[8.37 µM]	3%	3%	/	-4%
COCCn1c(SCC(=O)NC2CCCC(C)C2C)nc2ccccc2c1=O (stereo not drawn)	-2%	-12%	?	-16%	/	-27	1%
Cc1ccccc1-c1noc(CCC(=O)Nc2cccc(C)c2C)n1	/	16%	/	/	/	-3	-4%
Cc1cc(/C=C(\C#N)C(=O)Nc2ccccc2)c(C)n1-c1ccc(F)cc1	/	-5%	/	/	/	11	-5%
COc1ccccc1C(=O)Nc1ccc(OCC(=O)N2CC(C)OC(C)C2)cc1 (stereo not drawn)	-2%	2%	-4%	-3%	/	10	-5%
O=c1[nH]ncc(N/N=C\c2cccs2)c1Cl	-37%	0%	12%	-19%	7%	121	-5%
Cc1c(NS(=O)(=O)c2ccc3c(c2)n(C)c(=O)n3C)c(=O)n(-c2ccccc2)n1C	-12%	?	-10%	7%	-11%	29	-13%
CN(C)S(=O)(=O)c1ccc(-c2ccccc2)cc1	0%	-15%	18%	9%	7%	-22	?
CCCCCCn1cc(CN2CC(N(C)CC)CS2(=O)=O)nn1 (stereo not drawn)	/	/	/	3%	/	-15	6%
CCCC(NC(=O)C(C)Sc1nnnn1C1CC1)c1ccccc1 (stereo not drawn)	-13%	-1%	-1%	19%	/	0	-2%
COc1ccc([N+](=O)[O-])cc1NC(=O)C1CCCN1S(=O)(=O)c1cccs1 (stereo not drawn)	75%[activator]	?	?	-3%	/	-21	1%
COc1ccc(Cl)cc1C(=O)NNC(=O)CCNC(C)=O	-22%	1%	31%[activator]	28%	1%	51	2%
CCCCC#Cc1cncc(C(=O)N/N=C/c2ccccc2)c1	-33%	-3%	6%	-6%	-2%	18	-5%
COc1ccccc1CN1CC(C(=O)NCCN2CCOC2=O)CCC1=O (stereo not drawn)	-6%	?	30%	0%	-10%	37	-2%
N#CCC(=O)N/N=C/c1cn(Cc2ccc3ccccc3c2)c2ccccc12	-51%	6%	-20%	-10%	3%	-8	-6%
COC(=O)NCC(c1ccc2c(c1)OCO2)N1CCN(c2ccccc2)CC1 (stereo not drawn)	31%	?	7%	-4%	6%	-12	-16%
Cc1c(-n2c(O)c(C3=c4ccccc4=NC3=O)sc2=O)c(=O)n(-c2ccccc2)n1C	-1%[11.4 µM]	?	-6%	6%	1%	-35	-10%
CCOC(=O)CNC(=O)Nc1cc(C(=O)NCc2ccc(C(C)C)cc2)ccc1N1CCCC1	/	1%	/	/	/	18	-3%
SMILES	AmpC no deterg	AmpC detergent	HCV inhibitor	AMA1 RON2 block	LmPK inhibitor	HCMV antiviral	Tb PYK inh
N#Cc1cccc(NC(=O)Cc2ccccc2)c1	-6%	0%	-2%	5%	0%	-35	5%
CCN(CC)C(=O)/C=C/c1ccccc1	-10%	5%	-7%	-5%	/	-17	-6%
COc1ccc(CNC(=O)c2nc(Cn3nc(C)c(Br)c3C)no2)cc1OC	/	-3%	/	/	/	-8	0%
COc1ccc(-n2nc(C(=O)NCc3ccc(F)cc3Cl)c3c4ccccc4n(C)c3c2=O)cc1Cl	/	4%	/	/	/	-1	3%
O=C(NCc1ccncc1)C1CCN(S(=O)(=O)c2cc(Cl)ccc2Cl)CC1	-3%	0%	-2%	-5%	-2%	-3	1%
CCCCc1nnc(SCC(=O)Nc2nccs2)n1C	-12%	?	4%	-9%	4%	-27	-5%
Cc1cc(C)n(CC(C)NC(=O)c2cc(COc3c(F)cccc3F)on2)n1 (stereo not drawn)	39%	-3%	-6%	4%	-1%	9	-5%
COc1ccccc1N1CCN(c2nc(C)nc3c2oc2ccccc23)CC1	103%[activator]	?	3.5µM*	?	-2%	-82*	-6%
C=CCOc1ccc(/C=C2\SC(=S)N(N3CCOCC3)C2=O)cc1	-1%	8%	-9%	-28%	1%	-6	-18%
COc1c(C=NNC(N)=O)c(OC)c(OC)c2c1CCO2	/	/	-8%	1%	/	1	1%
Cc1cccc(C)c1NC(=O)CN(C)CC(=O)c1c(N)n(Cc2ccccc2)c(=O)n(C)c1=O	6%	-8%	?	13%	/	?	3%
CCS(=O)(=O)N1CCCC(C(=O)NCc2ccccc2Cl)C1 (stereo not drawn)	-14%	3%	1%	2%	5%	10	-3%
CCOC(=O)c1cc2c(nc1N)CCCC2	-13%	2%	-26%	12%	0%	?	9%
CCOC(=O)NC(NC(=O)OCC)C(=O)c1ccccc1	2%	4%	-3%	1%	8%	52	-16%
O=C(CCCCC(=O)OCC1CCCO1)OCC1CCCO1 (stereo not drawn)	/	/	-3%	-7%	/	4	0%
O=C(Nc1ccc(F)cc1)Nc1ccc(N2CCCC2)c(S(=O)(=O)Nc2ccccc2Cl)c1	-36%	-3%	6.3µM*	1%[11.6 µM]	3%	-100*	-1%

Screening data: PubChem, National Center for Advancing Translational Sciences (NCATS)
